Pf Dd2 growth = P. falciparum Dd2 growth inhibition. activity change, % at 10 µM. SYBR Green, 72 h; stronger effect = lower value. 2.3% of 94,000 active. AID 1159554; in the data active = activity change below about -80%
GASC1 inh = blocks human GASC-1 (KDM4C) demethylase activity; GST-KDM4C 2-372, H3K9me3 peptide, LANCE TR-FRET; inhibition, % at 12.5 µM; 0.15% of 96,000 active; Q9H3R0;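 active = mean replicate inhibition above about 25%, with at least 55% of replicates also reaching it, limit read from the data, passing the limit was not always enough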
Target sequence (Q9H3R0 2-372 limits assumed): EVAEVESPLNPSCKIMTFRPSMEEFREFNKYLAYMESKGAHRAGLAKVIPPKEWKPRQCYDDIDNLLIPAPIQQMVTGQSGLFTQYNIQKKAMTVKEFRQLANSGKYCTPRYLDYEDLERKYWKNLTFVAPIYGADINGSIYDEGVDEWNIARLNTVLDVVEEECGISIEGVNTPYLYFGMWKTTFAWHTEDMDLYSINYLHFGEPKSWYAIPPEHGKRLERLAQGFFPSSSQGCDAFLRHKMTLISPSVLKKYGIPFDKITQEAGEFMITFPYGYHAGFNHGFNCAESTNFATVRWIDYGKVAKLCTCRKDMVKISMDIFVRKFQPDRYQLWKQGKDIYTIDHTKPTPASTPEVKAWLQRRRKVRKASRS
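System: N-terminal GST-fused human GASC-1 (KDM4C) fragment, residues 2-372; amount: enzyme final amount 10 nM; incubation: reaction 30 min RT, detection step 1 h RT; medium: HEPES buffer, pH 7.5, plus ascorbate; technique: LANCE TR-FRET, Eu antibody, ULight-streptavidin, EDTA, ex 340 nm, em 618/671 nm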
T cruzi growth = inhibitors of T. cruzi proliferation. T. cruzi beta-gal in NIH3T3, GalScreen luminescence, 90 h. inhibition, % at 8.34 µM. 5.9% of 77,000 active;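 active = mean inhibition above about 93%, with at least 55% of replicates each passing it, limit read from the data, passing the limit was not always enough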
C diff HTS = blocks growth of Clostridium difficile; Clostridium difficile clinical isolate growth, OD600, 24 h; stronger effect = lower value; growth activity, negative = inhibition, % at 16 µg/mL (by protocol); 0.25% of 86,000 active;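 active = mean growth activity at or below -80% and every replicate also at or below -80%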;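 note: 0% = DMSO wells and -100% = levofloxacin 16 µg/mL wells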
Numbers without * were called inactive.

What do the screens show for `Cc1noc(C)c1NC(=O)N(C)C[C@@H]1OCCCC[C@@H](C)Oc2ccc(NS(=O)(=O)c3ccccc3)cc2C(=O)N([C@H](C)CO)C[C@H]1C`?
Pf Dd2 growth: -33; GASC1 inh: 0.9; T cruzi growth: -1; C diff HTS: -4

Results for C[C@@H]1CCCCO[C@@H](CN(C)C(=O)c2ccccc2)[C@@H](C)CN([C@H](C)CO)C(=O)c2cc(NC(=O)NC3CCCCC3)ccc2O1 ?
Pf Dd2 growth: -18; GASC1 inh: -0.6; T cruzi growth: -15; C diff HTS: -2

What do the screens show for `CO[C@H]1CN(C)C(=O)c2cc(NC(=O)C3CCCCC3)ccc2OC[C@@H](C)N(Cc2cccnc2)C[C@H]1C`?
GASC1 inh: -1.4; T cruzi growth: 74

What do the screens show for `C[C@H]1CN([C@@H](C)CO)C(=O)c2cc(C3=CCCC3)cnc2O[C@H]1CN(C)C(=O)c1ccc2c(c1)OCO2`?
Pf Dd2 growth: 1; GASC1 inh: -1.5; C diff HTS: 0

How did C[C@H]1CN([C@@H](C)CO)S(=O)(=O)c2ccc(Br)cc2O[C@@H]1CN(C)Cc1ccncc1 do in these assays?
Pf Dd2 growth: -23; GASC1 inh: 0.0; T cruzi growth: 99*; C diff HTS: 5

What do the screens show for `C/C=C/c1ccc([C@H]2[C@H](CO)N(C(C)=O)C23CN(S(C)(=O)=O)C3)cc1`?
Pf Dd2 growth: -5; GASC1 inh: 0.1; C diff HTS: -6

How did C[C@H](CO)N1C[C@H](C)[C@H](CN(C)C(=O)Nc2ccc3c(c2)OCO3)OCCCC[C@H](C)Oc2ccc(N(C)C)cc2C1=O do in these assays?
Pf Dd2 growth: -27; GASC1 inh: -0.4; T cruzi growth: 41; C diff HTS: 4

How did C[C@H](CO)N1C[C@H](C)[C@H](CN(C)Cc2ccncc2)Oc2ncc(C#CC3CCCC3)cc2C1=O do in these assays?
Pf Dd2 growth: 1; GASC1 inh: -1.9; T cruzi growth: -61; C diff HTS: 4

How did C[C@@H]1CN([C@H](C)CO)C(=O)c2cc(NC(=O)c3ccccc3)ccc2O[C@@H](C)CCCCO[C@@H]1CN(C)Cc1ccc(C(F)(F)F)cc1 do in these assays?
Pf Dd2 growth: -58; GASC1 inh: -1.5; T cruzi growth: 69; C diff HTS: 20

How did C[C@H](CO)N1C[C@H](C)[C@H](CN(C)C(=O)Nc2ccccc2)Oc2ccc(NC(=O)Nc3ccc(F)cc3)cc2C1=O do in these assays?
Pf Dd2 growth: -5; GASC1 inh: 1.2; T cruzi growth: 3; C diff HTS: -3

What do the screens show for `C[C@@H]1CCCCO[C@@H](CN(C)CC2CCCCC2)[C@@H](C)CN([C@H](C)CO)C(=O)c2cc(NS(=O)(=O)c3ccc(Cl)cc3)ccc2O1`?
Pf Dd2 growth: -5; T cruzi growth: 68; C diff HTS: -1

What do the screens show for `O=C(C[C@@H]1C=C[C@@H](NS(=O)(=O)c2cccc(F)c2)[C@@H](CO)O1)N1CCCCC1`?
Pf Dd2 growth: 11; GASC1 inh: 1.2; T cruzi growth: 21; C diff HTS: 2

What do the screens show for `C[C@H](O)C#Cc1cnc2c(c1)C(=O)N([C@H](C)CO)C[C@H](C)[C@H](CN(C)Cc1ccc(-c3ccccc3)cc1)O2`?
Pf Dd2 growth: -12; GASC1 inh: -1.5; C diff HTS: 0

What do the screens show for `O=C(C[C@@H]1CC[C@H]2[C@@H](COC[C@@H](O)CN2C(=O)c2cccnc2)O1)NCc1ccccc1`?
Pf Dd2 growth: 4; GASC1 inh: -0.8; T cruzi growth: 4; C diff HTS: -2

Results for O=C(Nc1ccc(F)cc1)N[C@@H]1CC[C@@H](CCNC(=O)c2ccccc2F)O[C@H]1CO ?
Pf Dd2 growth: -7; GASC1 inh: -3.7; C diff HTS: -3

Results for COCCNC(=O)C[C@H]1C[C@H]2c3cc(NC(=O)c4ccc5c(c4)OCO5)ccc3O[C@H]2[C@@H](CO)O1 ?
Pf Dd2 growth: -4; GASC1 inh: 54*; C diff HTS: 6

What do the screens show for `C[C@@H]1CN([C@@H](C)CO)C(=O)Cc2cc(NS(C)(=O)=O)ccc2O[C@@H]1CN(C)C(=O)NC1CCCCC1`?
Pf Dd2 growth: -2; GASC1 inh: 9.2; T cruzi growth: 28; C diff HTS: -1

How did C[C@@H]1CN([C@@H](C)CO)S(=O)(=O)c2ccc(-c3ccccc3)cc2O[C@@H]1CN(C)CC1CC1 do in these assays?
Pf Dd2 growth: -44; GASC1 inh: -1.7; T cruzi growth: 71

Results for C[C@@H]1CN([C@@H](C)CO)S(=O)(=O)c2ccc(-c3cccc(F)c3)cc2O[C@@H]1CN(C)S(C)(=O)=O ?
Pf Dd2 growth: 19; GASC1 inh: -0.5; T cruzi growth: 10

What do the screens show for `C[C@H](CO)N1C[C@H](C)[C@@H](CN(C)Cc2ccccc2)Oc2ncc(-c3cccc(C#N)c3)cc2C1=O`?
Pf Dd2 growth: -11; GASC1 inh: 0.7; T cruzi growth: -4; C diff HTS: -1

How did C[C@@H]1CN([C@H](C)CO)S(=O)(=O)c2ccc(-c3cccc(F)c3)cc2O[C@H]1CN(C)C(=O)c1cccc(F)c1 do in these assays?
Pf Dd2 growth: -57; GASC1 inh: -1.2; T cruzi growth: 83; C diff HTS: 8

What do the screens show for `C[C@H]1CN([C@@H](C)CO)C(=O)c2cc(NC(=O)C3CC3)ccc2O[C@@H]1CN(C)Cc1ccncc1`?
Pf Dd2 growth: 3; GASC1 inh: 5.4; T cruzi growth: 12; C diff HTS: -3

Results for Cc1noc(C)c1NC(=O)Nc1ccc2c(c1)C(=O)N([C@@H](C)CO)C[C@@H](C)[C@H](CN(C)Cc1ccc(C(F)(F)F)cc1)OCCCC[C@@H](C)O2 ?
Pf Dd2 growth: -52; GASC1 inh: -0.5; T cruzi growth: 95; C diff HTS: 5

What do the screens show for `CN1C(=O)c2cc(NC(=O)Cc3cccs3)ccc2OC[C@H]2O[C@H](CC(=O)NCCc3ccncc3)CC[C@@H]21`?
GASC1 inh: 4.0; T cruzi growth: -58; C diff HTS: -3

Results for O=C(C[C@H]1CC[C@H]2[C@@H](COC[C@@H](O)CN2S(=O)(=O)c2ccccc2Cl)O1)N1CCC(Cc2ccccc2)CC1 ?
Pf Dd2 growth: -22; GASC1 inh: -1.0; T cruzi growth: 50; C diff HTS: 3

How did COCC(=O)N1[C@@H]2Cn3c(ccc(/C=C/c4ccccc4)c3=O)[C@H]1[C@@H](C(=O)N1CCCCC1)[C@@H]2CO do in these assays?
Pf Dd2 growth: -4; GASC1 inh: -0.4; T cruzi growth: 41; C diff HTS: 0

Results for CCCNC(=O)[C@H]1[C@H](CO)[C@H]2Cn3c(ccc(C4=CCCCC4)c3=O)[C@@H]1N2CCC ?
Pf Dd2 growth: 9; GASC1 inh: 1.6; T cruzi growth: 54; C diff HTS: 1

Results for CO[C@H](CN(C)S(=O)(=O)c1ccc(F)cc1)[C@H](C)CN(Cc1ccccc1Cl)[C@@H](C)CO ?
Pf Dd2 growth: -35; GASC1 inh: 1.9; T cruzi growth: 72

What do the screens show for `Cc1ccc(S(=O)(=O)N(C)C[C@H]2OCCCC[C@@H](C)Oc3ccc(NC(=O)C4CCCCC4)cc3C(=O)N([C@H](C)CO)C[C@H]2C)cc1`?
Pf Dd2 growth: -71; GASC1 inh: 0.1; T cruzi growth: 47; C diff HTS: -1

What do the screens show for `C[C@@H]1CCCCO[C@@H](CN(C)Cc2ccc(C(F)(F)F)cc2)[C@@H](C)CN([C@H](C)CO)C(=O)c2cc(NC(=O)NC3CCCCC3)ccc2O1`?
Pf Dd2 growth: 7; GASC1 inh: 2.6; T cruzi growth: 40; C diff HTS: 9

Arranged by heavy-atom count (smallest number first): six of the compounds above
Results for CCCNC(=O)[C@H]1[C@H](CO)[C@H]2Cn3c(ccc(C4=CCCCC4)c3=O)[C@@H]1N2CCC ?
Pf Dd2 growth: 9; GASC1 inh: 1.6; T cruzi growth: 54; C diff HTS: 1

Results for CO[C@H](CN(C)S(=O)(=O)c1ccc(F)cc1)[C@H](C)CN(Cc1ccccc1Cl)[C@@H](C)CO ?
Pf Dd2 growth: -35; GASC1 inh: 1.9; T cruzi growth: 72

Results for C[C@@H]1CN([C@@H](C)CO)S(=O)(=O)c2ccc(-c3cccc(F)c3)cc2O[C@@H]1CN(C)S(C)(=O)=O ?
Pf Dd2 growth: 19; GASC1 inh: -0.5; T cruzi growth: 10

What do the screens show for `C[C@H](CO)N1C[C@H](C)[C@@H](CN(C)Cc2ccccc2)Oc2ncc(-c3cccc(C#N)c3)cc2C1=O`?
Pf Dd2 growth: -11; GASC1 inh: 0.7; T cruzi growth: -4; C diff HTS: -1

How did C[C@@H]1CN([C@H](C)CO)S(=O)(=O)c2ccc(-c3cccc(F)c3)cc2O[C@H]1CN(C)C(=O)c1cccc(F)c1 do in these assays?
Pf Dd2 growth: -57; GASC1 inh: -1.2; T cruzi growth: 83; C diff HTS: 8

What do the screens show for `CN1C(=O)c2cc(NC(=O)Cc3cccs3)ccc2OC[C@H]2O[C@H](CC(=O)NCCc3ccncc3)CC[C@@H]21`?
GASC1 inh: 4.0; T cruzi growth: -58; C diff HTS: -3

Further results follow:
How did C/C=C/c1ccc([C@H]2[C@H](CO)N(C(=O)CN(C)C)C23CN(C(=O)C2CC2)C3)cc1 do in these assays?
Pf Dd2 growth: 41; GASC1 inh: 1.0; C diff HTS: -1

What do the screens show for `C[C@@H]1CN([C@@H](C)CO)C(=O)Cc2cc(NC(=O)Cc3cn(C)c4ccccc34)ccc2O[C@@H]1CN(C)CC1CCCCC1`?
Pf Dd2 growth: -21; GASC1 inh: -1.1; T cruzi growth: 47; C diff HTS: -2

Results for Cc1ccc(S(=O)(=O)Nc2cccc3c2O[C@@H](CN(C)C(=O)Nc2cccc4ccccc24)[C@@H](C)CN([C@H](C)CO)C3=O)cc1 ?
Pf Dd2 growth: 0; GASC1 inh: 1.9; T cruzi growth: 37

Results for C[C@@H]1CN([C@H](C)CO)C(=O)c2cccc(NC(=O)Nc3cccc4ccccc34)c2O[C@H]1CN(C)S(=O)(=O)c1ccc(F)cc1 ?
Pf Dd2 growth: -7; GASC1 inh: 0.9; T cruzi growth: -17; C diff HTS: 3

How did CCc1cnc(N2[C@H](C#N)[C@H](c3ccccc3)[C@H]2CO)s1 do in these assays?
Pf Dd2 growth: 26; GASC1 inh: -0.5; T cruzi growth: -7; C diff HTS: -6

What do the screens show for `C[C@@H]1CCCCO[C@H](CN(C)C(=O)Nc2cccc3ccccc23)[C@@H](C)CN([C@@H](C)CO)C(=O)c2cc(N(C)C)ccc2O1`?
Pf Dd2 growth: -83*; GASC1 inh: -1.5; T cruzi growth: 56; C diff HTS: 0

Results for C[C@@H]1CN([C@@H](C)CO)C(=O)Cc2cc(NC(=O)CCCCCC(=O)Nc3ccccc3N)ccc2O[C@@H]1CN(C)Cc1ccc(-c2ccccc2)cc1 ?
Pf Dd2 growth: -58; T cruzi growth: 47; C diff HTS: -2

How did O=C(N[C@H]1CC[C@H](CCNC(=O)C2CCC2)O[C@H]1CO)c1ccncc1 do in these assays?
Pf Dd2 growth: 27; GASC1 inh: 5.3; C diff HTS: 2

What do the screens show for `O=C(c1ccccc1F)N1CC(=O)N2[C@@H](CO)[C@@H](c3ccc(C#Cc4ccc(F)cc4)cc3)[C@@H]2C1`?
Pf Dd2 growth: -8; GASC1 inh: -1.8; C diff HTS: 0

How did C[C@@H](NC(=O)C[C@@H]1CC[C@H](NC(=O)C2CCOCC2)[C@@H](CO)O1)c1ccccc1 do in these assays?
Pf Dd2 growth: -7; GASC1 inh: 0.4; T cruzi growth: 29; C diff HTS: 2

What do the screens show for `CNC(=O)C[C@H]1CC[C@@H]2[C@@H](COc3ccc(NC(=O)Nc4cc(C)cc(C)c4)cc3C(=O)N2C)O1`?
Pf Dd2 growth: 9; GASC1 inh: 2.1; T cruzi growth: -10; C diff HTS: 5

Results for O=C(Nc1ccc2c(c1)OCO2)N[C@@H]1CC[C@H](CCNC(=O)C2CCOCC2)O[C@@H]1CO ?
GASC1 inh: 0.5; C diff HTS: -1

How did C[C@@H]1CN([C@H](C)CO)C(=O)c2cc(NC(=O)Nc3ccccc3)ccc2O[C@H]1CN(C)S(=O)(=O)c1cccs1 do in these assays?
Pf Dd2 growth: 21; GASC1 inh: -2.8; T cruzi growth: 4; C diff HTS: 4

What do the screens show for `CCCC(=O)Nc1ccc2c(c1)C(=O)N(C)[C@H]1CC[C@@H](CC(=O)NCCOC)O[C@@H]1CO2`?
Pf Dd2 growth: 19; GASC1 inh: 0.2; T cruzi growth: 7; C diff HTS: 3

What do the screens show for `O=C(N[C@H]1CC[C@@H](CC(=O)N2CCc3ccccc3C2)O[C@H]1CO)C1CC1`?
Pf Dd2 growth: -11; GASC1 inh: 2.8; C diff HTS: 1

How did COc1ccc2c3c(n(C)c2c1)[C@@H](CO)N(Cc1cccc(Cl)c1)CC31CN(C(C)=O)C1 do in these assays?
Pf Dd2 growth: -51; GASC1 inh: 0.4; C diff HTS: 14

What do the screens show for `C/C=C/c1ccc2c(c1)O[C@@H](CN(C)C(=O)NC1CCCC1)[C@H](C)CN([C@@H](C)CO)S2(=O)=O`?
Pf Dd2 growth: 25; GASC1 inh: 0.0; C diff HTS: -4

How did CCCc1cn(CC[C@@H]2CC[C@@H](NC(=O)C3CCCC3)[C@@H](CO)O2)nn1 do in these assays?
Pf Dd2 growth: 12; GASC1 inh: 8.0; C diff HTS: 2

Assay outcomes deposited in PubChem BioAssay by Broad Institute.
